# Screens as filed in PubChem BioAssay.
# FUS yeast rescue – suppressors of FUS proteinopathy in yeast; Potency, µM (doses to about 76.6 µM), for the others: at the highest dose growth rescue (activation), actives largely listed as activators; S. cerevisiae FUS-expressing, growth rescue, OD600, 24 h; 390,000 compounds, 0.24% hits;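 note: plate controls were DMSO vehicle for no effect and reference control for full effect; nearly all actives have a fitted effect of over 55% in size; some results filed as inactive show a strong effect at the top dose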
#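 Steps: raffinose overnight preculture; dilution to OD 0.005 in 2% galactose minimal medium; compound addition (concentration series); 24hr at 30C, 99% humidity; absorbance read at 600 nm.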
# EPAC2 ag – activates human EPAC2 exchange factor | EPAC2 activation, biochemical qHTS; response scale: 100% = 6.5 mM cAMP response | Potency, µM (top dose mostly 154 µM), without a hit: at the highest dose activation, actives largely listed as activators | 360,000 compounds, 0.079% hits | AID 720711; note: nearly all actives have a fitted effect of over 50% in size
#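 qHTS, titration series. 100 nM EPAC2 / 250 nM Rap1B-BODIPY-GDP / 50 uM GDP; RT; ex 480/em 540 nm, 5-min reads to 30 min. Norm. to 6.5 mM cAMP = activation.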
# EPAC2 antag – EPAC2 (human) antagonism; Q8WZA2; EPAC2 GEF exchange of Rap1B-BODIPY-GDP, fluorescence; Potency, µM (series often up to 114 µM), inactives show at the highest dose activity, negative = inhibition, usual class: inhibitors; 360,000 compounds, 0.18% hits; AID 720708; note: % is set by controls: 0 for no effect and ±100 for the full control effect; nearly all actives have a fitted effect of over 45% in size; many of its hits are not listed in these tables
# PTHR1 ag – activates the human parathyroid hormone receptor PTHR1; Q03431; HEK293 GP2 PTHR1 cells, GloSensor cAMP luminescence, 1 h; Potency, µM (top dose mostly 115 µM), without a hit: top-dose activation, usual class: activators; 410,000 compounds, 0.075% hits; note: nearly all actives have a fitted effect of over 55% in size; some results filed as inactive show a strong effect at the top dose; inactives centre near -15; many of its hits are not listed in these tables
#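 HEK-293-derived GP2 cells expressing PTHR1 and a GloSensor cAMP reporter, 3,000/well, plated overnight, given luciferin plus IBMX (each 0.5 mM as added) for 1 h at 37 °C, then compound for 1 h at 37 °C. Luminescence was read after 15 min at room temperature.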
# TDP43 rescue – rescues yeast growth from TDP-43 toxicity; 410,000 compounds, 1.8% hits; TDP-43 expressing yeast growth rescue, BacTiter-Glo, 24 h; Potency, µM (series often up to 46.1 µM), without a hit: top-dose growth rescue (activation), most hits filed as activators; note: % of control where 0% means no effect; nearly all actives have a fitted effect of over 50% in size
#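 Yeast expressing TDP-43 (pregrown in raffinose, seeded at OD600=0.02 in galactose medium) exposed to compounds 24 hr at 30 deg C. Growth read by BacTiter-Glo luminescence; rescue of toxicity appears as increased signal.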
# aSyn rescue – alpha-synuclein toxicity inhibition in yeast; 370,000 compounds, 0.14% hits; Yeast expressing alpha-synuclein, growth rescue, BacTiter-Glo, 24 h; Potency, µM (highest dose often 46.1 µM), for the others: at the top dose growth rescue (activation), usual class: activators; note: % of control where 0% means no effect; nearly all actives have a fitted effect of over 65% in size
#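 Readout is rescue of growth in alpha-synuclein-expressing yeast, so inhibitors of toxicity appear as activators. Growth after 24 hr at 30 deg C in galactose medium is quantified by luminescence.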
# EPAC1 antagonist – EPAC1 (human) antagonism | EPAC1 GEF assay, Rap1b-BODIPY-GDP exchange fluorescence | 360,000 compounds, 0.14% hits | Potency, µM (titrated, usually from 115 µM), for the others: at the top dose activity change, negative = inhibition, most hits filed as inhibitors;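 note: plate controls were vehicle for no effect and positive control for full effect; nearly all actives have a fitted effect of over 50% in size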
# Target sequence (O95398 whole entry, looked up): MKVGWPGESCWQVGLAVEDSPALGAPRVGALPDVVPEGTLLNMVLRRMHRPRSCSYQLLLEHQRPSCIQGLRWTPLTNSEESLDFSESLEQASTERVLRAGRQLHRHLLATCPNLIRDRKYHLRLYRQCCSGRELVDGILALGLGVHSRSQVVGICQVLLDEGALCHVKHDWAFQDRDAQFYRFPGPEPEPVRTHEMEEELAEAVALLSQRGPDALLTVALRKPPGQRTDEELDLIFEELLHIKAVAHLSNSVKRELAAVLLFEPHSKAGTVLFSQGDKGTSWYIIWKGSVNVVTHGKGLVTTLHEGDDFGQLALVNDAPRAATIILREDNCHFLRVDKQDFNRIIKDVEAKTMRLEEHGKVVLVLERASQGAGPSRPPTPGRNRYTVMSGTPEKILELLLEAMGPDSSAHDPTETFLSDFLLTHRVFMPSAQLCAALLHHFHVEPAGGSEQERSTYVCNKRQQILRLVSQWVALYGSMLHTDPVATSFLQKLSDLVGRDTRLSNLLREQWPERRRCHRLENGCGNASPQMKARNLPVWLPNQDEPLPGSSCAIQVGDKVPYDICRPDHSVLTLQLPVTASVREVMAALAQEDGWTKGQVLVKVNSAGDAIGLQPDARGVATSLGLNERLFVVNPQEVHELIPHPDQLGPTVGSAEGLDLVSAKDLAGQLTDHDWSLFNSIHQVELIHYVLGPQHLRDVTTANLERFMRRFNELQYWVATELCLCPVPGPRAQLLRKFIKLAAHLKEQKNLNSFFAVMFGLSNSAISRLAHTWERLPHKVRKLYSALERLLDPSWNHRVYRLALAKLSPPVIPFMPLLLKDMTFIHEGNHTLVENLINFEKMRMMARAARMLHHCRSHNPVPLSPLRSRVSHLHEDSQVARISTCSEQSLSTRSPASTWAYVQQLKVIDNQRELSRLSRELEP
# EPAC1 agonist – agonists of human EPAC1. EPAC1 agonist qHTS, biochemical assay; response scale: 100% = response to 6.5 mM cAMP. 360,000 compounds, 0.073% hits. Potency, µM (series often up to 154 µM), without a hit: at the top dose activation, actives largely listed as activators; note: nearly all actives have a fitted effect of over 60% in size
#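 Nucleotide exchange assay: 100 nM EPAC1 with 250 nM Rap1B loaded with BODIPY-GDP and 50 uM GDP, room temperature. Fluorescence (480/540 nm) read every 5 min for 30 min; signal change normalized to 6.5 mM cAMP as full agonist.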
# * hit, by the source's call; i = inactive; u = inconclusive; x = no result given; [ ] = another dose, or the depositor's remark. Calls come from the whole dose curve; as a rule, active = well fitted curve in the direction sought with a large enough effect; inconclusive = small, poorly fitted or top-dose-only effect, or another doubt; inactive = no such curve, though single readings can be large; an effect the other way counts as inactive or inconclusive. Potency is the fitted concentration of half-maximal effect. Only part of the results is shown, so the mix of outcomes need not match the whole.
# Key to letters – A = FUS yeast rescue; B = EPAC2 ag; C = EPAC2 antag; D = PTHR1 ag; E = TDP43 rescue; F = aSyn rescue; G = EPAC1 antagonist; H = EPAC1 agonist
1) CC1CCOC2(O1)C(=O)Nc1ccccc12 (configuration not stated)
  A: 9%	B: 4%	C: -11%	D: i	E: -23%[0.397 µM]	F: 2%	G: 2%	H: 9%

2) Cc1ccc(C)c(OCCC(=O)OCC(=O)Nc2cccnc2Cl)c1
  A: 11%	B: 9%	C: -2%	D: i	E: 3%	F: 3%	G: -4%	H: -9%

3) COc1c(O)c(=O)n2c3ccccc3c3ccnc1c32
  A: -7%	B: 2%	C: -14%	D: -10%	E: -24%	F: 1%	G: -2%	H: 4%

4) O=C(CCNS(=O)(=O)c1cccc2nonc12)NCCc1ccc(Cl)cc1
  A: -4%	B: 5%	C: 7%	D: -9%	E: -6%	F: 6%	G: 8%	H: 3%

5) COc1ccccc1OCC(=O)NCc1n[nH]c(=O)c2ccccc12
  A: 12%	B: -2%	C: 1%	D: i	E: 15%	F: -9%	G: -3%	H: 0%

6) O=C(c1ccc(Cl)cc1)c1cc([N+](=O)[O-])ccc1N1CCOCC1
  A: 20%	B: 8%	C: -18%	D: i	E: u	F: 10%	G: -16%	H: 15%

7) COc1ccc2[nH]c(=O)c(CN(Cc3cccs3)C(=S)NCC3CCCO3)cc2c1 (configuration not stated)
  A: 8%	B: 2%	C: -2%	D: -15%	E: 6%	F: -1%	G: -13%	H: -1%

8) COc1cc(OC)c(NC(=O)CCc2nc(-c3cccs3)no2)cc1Cl
  A: 38%	B: 4%	C: -4%	D: i	E: 20µM*	F: 8%	G: -10%	H: -2%

9) O=C(N/N=C/c1ccncc1)c1cccc(S(=O)(=O)Nc2ccc(Cl)cc2)c1
  A: 30%	B: -11%	C: 24%	D: i	E: 0%	F: -1%	G: 9%	H: -5%

10) Fc1cccc(Cc2c(-c3ccccc3)nc3c4ccccc4ccn23)c1
  A: 16%	B: 9%	C: -14%	D: i	E: 14µM*	F: -5%	G: -10%	H: 11%

11) COc1ccc2c(c1)[nH]c1c(=O)n(CC3CCCO3)cnc12 (configuration not stated)
  A: 23%	B: 7%	C: -16%	D: u	E: 7%	F: -2%	G: -13%	H: 2%

12) O=C1CCCc2ccccc2N1Cc1cccc(F)c1
  A: -15%	B: 0%	C: -12%	D: -3%	E: u	F: 9%	G: -1%	H: -3%

13) Cc1nn(Cc2cccc(C(=O)Nc3ccn(Cc4ccccc4)n3)c2)c(C)c1[N+](=O)[O-]
  A: x	B: 9%	C: -1%	D: -35%[inhibitor]	E: 2%	F: 2%	G: -24%	H: 9%

14) O=S(=O)(c1ccc(Br)cc1)N1CCC(c2nc3ccccc3[nH]2)CC1
  A: 4%	B: 4%	C: -2%	D: 0%	E: -11%	F: -6%	G: -3%	H: 0%

15) COCCCNC(=O)C(=O)NC1CCCCC1C (configuration not stated)
  A: -12%	B: -1%	C: 3%	D: 22%	E: 2%	F: 0%	G: 11%	H: -2%

16) O=C1C2C3C=CC(O3)C2C(=O)N1N=C1CCCCC1 (configuration not stated)
  A: -11%	B: 13%	C: 3%	D: u	E: -9%	F: -4%	G: 1%	H: 6%

17) O=C(COC(=O)c1cc(S(=O)(=O)N2CCOCC2)ccc1F)NCc1ccco1
  A: 0%	B: -7%	C: -15%	D: -7%	E: -16%	F: 4%	G: -1%	H: -14%

18) COC(=O)c1sc(NC(=O)c2ccncc2)nc1C
  A: -6%	B: -3%	C: 6%	D: i	E: 0%	F: -15%	G: 2%	H: 5%

19) CCNC(=S)NNC(=O)c1cc(-c2cccc(OC)c2)nc2ccccc12
  A: 24%	B: -13%	C: 4%	D: i	E: -11%	F: -29%	G: 5%	H: -8%

20) O=C1NC[C@@H]2CCCN2C1=O
  A: -22%	B: 3%	C: -22%[57.1 µM]	D: -6%[57.5 µM]	E: 12%	F: x	G: -12%	H: 4%[76.9 µM]

21) CCn1c(C(=O)NC2CCC(C)CC2)cc2sccc21 (configuration not stated)
  A: -20%	B: 4%	C: 14%	D: i	E: -14%	F: -36%[inhibitor]	G: -2%	H: -8%

22) CC(=O)c1c(OC(=O)c2cccc(Cl)c2)c2ccccc2n1C
  A: -14%	B: 0%	C: -27%	D: i	E: 10%	F: 8%	G: -7%	H: -13%

23) CCOc1ccccc1N1CCN(C(=O)c2ccc3c(c2)OCO3)CC1
  A: 19%	B: 0%	C: 5%	D: -60%[inhibitor]	E: 26%	F: 10%	G: -16%	H: -4%

24) COc1ccc(N(C)S(=O)(=O)c2cccc(C(=O)NCC(c3ccco3)N3CCCC3)c2)cc1 (configuration not stated)
  A: 16%	B: -1%	C: -1%	D: i	E: -21%	F: 0%	G: 7%	H: 5%

25) CN(CC(=O)N1CCN(c2ccccn2)CC1)S(=O)(=O)c1ccc2ccccc2c1
  A: -7%	B: 5%	C: 8%	D: -95%[inhibitor]	E: -31%[inhibitor]	F: 3%	G: -9%	H: -3%

# Key to letters – A = FUS yeast rescue; B = EPAC2 ag; C = EPAC2 antag; D = PTHR1 ag; E = TDP43 rescue; F = aSyn rescue; G = EPAC1 antagonist; H = EPAC1 agonist
26) Cc1cc(C(F)(F)F)nn1Cc1n[nH]c(=S)n1-c1cccc(Cl)c1
  A: 28%	B: 8%	C: -6%	D: -1%	E: -12%	F: -10%	G: 6%	H: -5%

27) C(/C=C/c1ccccc1)=N/N1CCN(c2ccccc2)CC1
  A: 7%	B: 5%	C: 3%	D: -17%[57.5 µM]	E: -17%	F: -4%	G: 15%	H: 3%

28) CCN(c1ccccc1)S(=O)(=O)c1cccc(C(=O)OCC(=O)Nc2ccc(NC(C)=O)cc2)c1
  A: x	B: -1%	C: -1%	D: -57%[inhibitor]	E: 12%	F: 2%	G: -5%	H: -6%

29) Cc1ccc(C(=O)NNS(=O)(=O)c2ccccc2[N+](=O)[O-])cc1
  A: -3%	B: 12%	C: 7%	D: -13%	E: 29%	F: 6%	G: 1%	H: 6%

30) O=C(CCC(=O)c1cccs1)OCc1nc2ccccc2s1
  A: -3%	B: 7%	C: 12%	D: -11%[57.5 µM]	E: 25%	F: 7%	G: -3%	H: 3%

31) CC(C)NC(=S)NN=C1CCC(c2ccccc2)CC1 (configuration not stated)
  A: 0%	B: 8%	C: -2%	D: -16%	E: 2%	F: 0%	G: -4%	H: 4%

32) Cc1ccc(C)c(-c2csc(N/N=C/c3ccco3)n2)c1
  A: 11%	B: 4%	C: -2%	D: -10%	E: -4%	F: 1%	G: 2%	H: 16%

33) O=C(CCN1C(=O)/C(=C/c2ccccc2Cl)SC1=S)NC1CCS(=O)(=O)C1 (configuration not stated)
  A: 19%	B: 12%	C: 1%	D: -10%	E: -8%	F: 2%	G: -16%	H: 2%

34) O=C(COC(=O)/C=C/c1ccccc1[N+](=O)[O-])Nc1ccc2[nH]c(=O)[nH]c2c1
  A: 26%	B: -1%	C: 20%	D: i	E: 0%	F: -1%	G: -17%	H: -4%

35) CCCOc1ccc(N2CC(C(=O)Nc3ncccc3C)CC2=O)cc1 (configuration not stated)
  A: 5%	B: 3%	C: 4%	D: i	E: -13%	F: -8%	G: 6%	H: -2%

36) CCCN(CCC)S(=O)(=O)c1ccc(C(=O)N2CCOCC2)cc1
  A: 18%	B: 4%	C: 1%	D: -40%[inhibitor][57.5 µM]	E: -21%	F: 1%	G: 2%	H: 4%

37) CC1(C)C(C(=O)O)N2C(=O)C(NC(=O)Cc3ccccc3)C2S1=O (configuration not stated)
  A: 18%	B: 3%	C: 2%	D: -17%	E: x	F: 2%	G: -5%	H: 5%

38) CCOc1ccccc1C(=O)NC1CCN(Cc2ccccc2)CC1
  A: 16%	B: 6%	C: 8%	D: -24%	E: -4%	F: -2%	G: -3%	H: -3%

39) CC(C)[C@H](NC(=O)N1c2ccccc2NC(=O)[C@@H]1C(C)C)C(=O)N[C@@H](Cc1c[nH]c2ccccc12)C(=O)O
  A: 9%	B: -3%	C: 11%	D: i	E: 26%	F: -1%	G: 6%	H: -7%

40) O=C(CSc1ccc2c(c1)OCCO2)Nc1cccnc1Cl
  A: -37%	B: 2%	C: -3%	D: -33%[inhibitor]	E: 15%	F: 11%	G: -20%	H: 6%

41) O=C(NCCC1CCCCN1S(=O)(=O)c1ccccc1)C(=O)NCc1cccnc1 (configuration not stated)
  A: 11%	B: 3%	C: 5%	D: i	E: 20%	F: 2%	G: -6%	H: 0%

42) O=c1c(Cc2ccccc2)c(O)ccn1Cc1ccc2c(c1)OCO2
  A: 2%	B: 6%	C: 1%	D: -29%	E: 2%	F: 3%	G: u	H: 10%

43) CC1(c2ccc(OC(F)F)cc2)NC(=O)N(CC(=O)Nc2cccnc2Cl)C1=O (configuration not stated)
  A: 2%	B: 2%	C: 4%	D: i	E: -3%	F: -3%	G: 0%	H: 4%

# An excerpt of these results, with tabs:
entry	SMILES	FUS yeast rescue	EPAC2 ag	EPAC2 antag	PTHR1 ag	TDP43 rescue	aSyn rescue	EPAC1 antagonist	EPAC1 agonist
33	O=C(CCN1C(=O)/C(=C/c2ccccc2Cl)SC1=S)NC1CCS(=O)(=O)C1 (configuration not stated)	19%	12%	1%	-10%	-8%	2%	-16%	2%
34	O=C(COC(=O)/C=C/c1ccccc1[N+](=O)[O-])Nc1ccc2[nH]c(=O)[nH]c2c1	26%	-1%	20%	i	0%	-1%	-17%	-4%
35	CCCOc1ccc(N2CC(C(=O)Nc3ncccc3C)CC2=O)cc1 (configuration not stated)	5%	3%	4%	i	-13%	-8%	6%	-2%
36	CCCN(CCC)S(=O)(=O)c1ccc(C(=O)N2CCOCC2)cc1	18%	4%	1%	-40%[inhibitor][57.5 µM]	-21%	1%	2%	4%
37	CC1(C)C(C(=O)O)N2C(=O)C(NC(=O)Cc3ccccc3)C2S1=O (configuration not stated)	18%	3%	2%	-17%	x	2%	-5%	5%
38	CCOc1ccccc1C(=O)NC1CCN(Cc2ccccc2)CC1	16%	6%	8%	-24%	-4%	-2%	-3%	-3%
39	CC(C)[C@H](NC(=O)N1c2ccccc2NC(=O)[C@@H]1C(C)C)C(=O)N[C@@H](Cc1c[nH]c2ccccc12)C(=O)O	9%	-3%	11%	i	26%	-1%	6%	-7%
40	O=C(CSc1ccc2c(c1)OCCO2)Nc1cccnc1Cl	-37%	2%	-3%	-33%[inhibitor]	15%	11%	-20%	6%
41	O=C(NCCC1CCCCN1S(=O)(=O)c1ccccc1)C(=O)NCc1cccnc1 (configuration not stated)	11%	3%	5%	i	20%	2%	-6%	0%
42	O=c1c(Cc2ccccc2)c(O)ccn1Cc1ccc2c(c1)OCO2	2%	6%	1%	-29%	2%	3%	u	10%
43	CC1(c2ccc(OC(F)F)cc2)NC(=O)N(CC(=O)Nc2cccnc2Cl)C1=O (configuration not stated)	2%	2%	4%	i	-3%	-3%	0%	4%
